PKA-R2B act – activators of human PKA-R2B complex | P22694+P31323 | PKA-R2B holoenzyme dissociation, Cy5-IP20 fluorescence polarization; R2B truncated from residue 108, S112A mutant; 0% DMSO only, 100% 113 µM cGMP | activation, % at 11.4 µM | actives 0.079% (n = 340,000) | AID 504700;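 active = activation above a cutoff set at the mean over all compounds plus 3 SD, cut at about 18% in these data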;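 note: higher means more holoenzyme dissociation and a rise in polarization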
Target sequence (P31323 whole entry, looked up, other chains not shown, the tested form may be a part): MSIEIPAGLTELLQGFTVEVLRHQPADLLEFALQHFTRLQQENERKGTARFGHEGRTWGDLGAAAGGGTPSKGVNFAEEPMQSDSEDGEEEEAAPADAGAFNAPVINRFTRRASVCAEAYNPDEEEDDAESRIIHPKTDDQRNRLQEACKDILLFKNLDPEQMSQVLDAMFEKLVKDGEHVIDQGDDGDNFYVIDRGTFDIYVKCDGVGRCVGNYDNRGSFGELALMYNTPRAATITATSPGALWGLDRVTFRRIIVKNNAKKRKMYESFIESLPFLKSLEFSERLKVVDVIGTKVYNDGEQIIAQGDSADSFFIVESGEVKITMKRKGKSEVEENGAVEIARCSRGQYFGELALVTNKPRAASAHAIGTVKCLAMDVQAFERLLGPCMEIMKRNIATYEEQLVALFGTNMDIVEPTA
AddAB inh – less growth of phage-infected E. coli with AddAB; E. coli expressing H. pylori AddAB, absorbance growth; inhibition, % at 11.9 µM; actives 0.29% (n = 330,000); in the data active = inhibition above about 12%;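 note: 0% = vehicle wells of infected cells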
Tat export inh – inhibitors of E. coli Tat protein transport; inhibition, % at 10 µM; actives 0.036% (n = 340,000); E. coli MC4100 TorA-mCherry Tat export, fluorescence;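 active = mean replicate inhibition at least 50% and at least half of replicates individually reaching 50%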;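 note: exported cargo escapes ClpAP degradation while cytoplasmic cargo is degraded and loses fluorescence; 0% = median of neutral control wells and 100% = median of NaSCN control wells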
PfHsp90 yeast 2 – inhibits growth of yeast expressing Plasmodium falciparum Hsp90; S. cerevisiae expressing PfHsp90, BacTiter-Glo ATP, 48 h; yeast lacking PDR1 and PDR3 efflux regulators; inhibition, % at 9.4 µM; actives 0.32% (n = 310,000); AID 504621;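 active = every replicate shows inhibition above about 80%, whatever the replicate mean, limit read from the data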;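 note: 0% = DMSO neutral controls and 100% = 20 µM radicicol positive controls; yeast relying on Plasmodium falciparum Hsp90 in place of its own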
phage Ecoli inh – E. coli growth loss with phage present; growth absorbance; inhibition, % at 11.9 µM; actives 0.26% (n = 360,000); AID 651602; in the data active = inhibition above about 11%
OPRM1-OPRD1 inv – inverse agonist of human OPRM1-OPRD1 heterodimerization; AID 504357; inhibition, % at 9.3 µM; actives 0.21% (n = 340,000); cell-based MOR-DOR heterodimer luminescence, inverse agonism; P35372+P41143; in the data active = inhibition above about 22%, passing the limit was not always enough;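 note: 0% = cells with DMSO and 100% = wells without cells with DMSO; values of inactives mirror those of a sister screen read the other way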
MOR-DOR ag – OPRM1-OPRD1 heterodimerization agonism; AID 504326; cells, luminescence; activation, % at 9.3 µM; actives 0.3% (n = 340,000); in the data active = activation above about 18%;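 note: 0% = vehicle-treated cells and 100% = reference agonist; values of inactives mirror those of a sister screen read the other way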
HTR5A inv ctr – HTR5A inverse agonism, opioid heterodimer counter-screen; P47898; HTR5A cell line, luminescence; inhibition, % at 9.3 µM; actives 0.083% (n = 340,000); AID 504634; in the data active = inhibition mostly above about 23%, no sharp cut-off; inactive = mostly below about 18%;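 note: 0% = cells with DMSO and 100% = no-cell wells with DMSO; some compounds called inactive have numbers as strong as hits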
Target sequence (P47898 whole entry, looked up): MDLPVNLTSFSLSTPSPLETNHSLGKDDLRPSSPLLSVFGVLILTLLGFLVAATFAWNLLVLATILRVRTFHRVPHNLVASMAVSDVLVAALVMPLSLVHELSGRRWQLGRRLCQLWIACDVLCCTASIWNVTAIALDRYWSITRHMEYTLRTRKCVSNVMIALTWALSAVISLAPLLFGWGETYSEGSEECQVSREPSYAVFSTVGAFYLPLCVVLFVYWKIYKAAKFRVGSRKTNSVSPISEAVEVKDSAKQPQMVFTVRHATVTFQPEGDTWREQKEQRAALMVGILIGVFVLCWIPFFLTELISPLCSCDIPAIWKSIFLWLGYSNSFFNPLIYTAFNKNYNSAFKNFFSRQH
PKA-R1A activ – activators of PKA-R1A complex. activation, % at 11.4 µM. PKA-R1A dissociation, Cy5-IP20 fluorescence polarization; scaled: DMSO 0%, 113 µM cGMP 100%. P00514+P68181. actives 0.083% (n = 340,000);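 active = percent activation above the mean of all tested compounds plus 3 SD, cut at about 19% in these data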;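 note: higher means more PKAc released from R1A so a rise in polarization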
E coli growth – bacterial growth inhibition, counter-screen for AddAB inhibitors; AID 449728; E. coli V3065 growth, OD600 absorbance, 18 h; actives 0.27% (n = 330,000); inhibition, % at 11.9 µM;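 active = inhibition above the campaign's mean inhibition across all tested compounds plus 3 SD, cut at about 9.9% in these data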;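 note: uninfected addAB+ strain grown without phage in ampicillin broth; 0% = DMSO wells and 100% = ciprofloxacin 0.95 µg/ml wells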
SUMO Mot1 rescue – blocks SUMOylation pathway, rescuing yeast Mot1-301 growth | S. cerevisiae Mot1-301 growth rescue, ATP luminescence, 38.5C; percent above DMSO median, 100 means doubled | growth rescue, % at 18.8 µM | actives 1% (n = 320,000);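 active = every valid replicate shows activation above 250% relative to neutral control wells; inactive = the rest, any valid replicate at or below 250%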;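 note: OY570 slx delta 5 strain wells were the positive control but not used for scaling; some compounds called inactive have numbers as strong as hits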
The depositor's hits bear a star; / = no result given.

Values run as follows: PKA-R2B act	AddAB inh	Tat export inh	PfHsp90 yeast 2	phage Ecoli inh	OPRM1-OPRD1 inv	MOR-DOR ag	HTR5A inv ctr	PKA-R1A activ	E coli growth	SUMO Mot1 rescue
O=C(Cc1ccccc1)N/N=C/c1cc2c(cc1Cl)OCO2
    -3.3	3.5	-0.5	-3.0	0.6	1.3	-0.2	-20.6	0.7	-0.3	-1.9
CS(=O)(=O)c1ccc(Cl)c(NC(=O)COC(=O)c2cccc(S(=O)(=O)N3CCCCC3)c2)c1
    -5.3	1.3	8.0	4.6	3.5	1.4	-0.3	-8.5	0.0	0.2	-17.2
CCOc1ccc(C(=O)OCC(=O)N2CC(C)OC(C)C2)cc1OCC (stereo unspecified)
    2.0	1.9	-6.0	1.3	1.4	9.4	-1.8	-13.6	5.5	-0.4	-9.5
CC(C)(C)c1ccc(NC(=O)C2=CC=CN3CCS(=O)(=O)N=C23)cc1
    -4.7	0.2	13.4	-5.1	2.4	7.9	-2.0	2.5	-6.5	-2.0	128.0
CN1CCc2c(sc3c2c(=O)n(-c2ccccc2)c2n[nH]c(=S)n32)C1
    5.7	0.0	-7.1	14.4	3.2	8.6	-1.7	4.0	6.2	-1.2	-2.6
CC(/C=C/c1ccco1)=N\NC(=O)CNc1cccc(C)c1
    -3.4	-0.7	12.1	-20.5	4.7	4.2	-0.8	1.9	-12.4	-1.2	35.2
CC(OC(=O)c1cccc(-n2cnnn2)c1)C(=O)Nc1ccc(F)c(F)c1F (stereo unspecified)
    9.0	/	-1.4	9.2	5.1	7.3	-1.1	8.7	-10.0	/	/
CC(=O)Nc1c(O)nc(SCc2ccc(Cl)cc2)[nH]c1=O
    -6.7	1.0	4.1	-16.6	2.3	21.4	-4.0	-5.1	-6.0	0.7	-16.2
CCCN(C(=O)c1ccccc1N)c1c(C)n(C)n(-c2ccccc2)c1=O
    -4.0	0.5	-10.5	/	2.0	12.1	-2.2	-3.3	-11.9	-0.2	13.5
CC(C(=O)N=c1sc2ccccc2n1C)N1C(=O)C2CC=CCC2C1=O (stereo unspecified)
    -2.0	4.2	6.9	/	1.7	18.1	-4.0	-17.5	3.5	0.2	-9.9
Cc1ccc(-c2noc(CN(C(=O)c3cccc(Br)c3)C(C)C)n2)cc1
    -11.2	-0.2	-9.5	11.7	3.1	-11.2	1.9	11.2	-1.6	2.5	15.3
CCCn1c(=N)n(CC(O)COc2cccc(C)c2)c2ccccc21 (stereo unspecified)
    -6.8	3.8	-9.0	12.7	4.2	6.9	-1.4	23.1	-8.6	3.4	5.2
CCOC(=O)C(C)Oc1c(Br)cc(C2NC(=O)NC(C)=C2C(C)=O)cc1OCC (stereo unspecified)
    5.7	-0.2	9.4	-9.7	-8.3	-1.1	0.2	-0.6	4.9	-0.2	1.4
COc1ccc(CNC(=O)C(C)OC(=O)c2cccn2C)cc1 (stereo unspecified)
    -8.9	2.5	-1.8	/	0.1	16.9	-3.1	2.2	-8.0	0.9	0.5
CCN1CCN(CCNC(=O)CSCc2nc(-c3ccc(OC)c(OC)c3)oc2C)CC1
    -1.9	-0.1	-0.7	-13.1	2.5	11.1	-2.1	-25.5	0.2	2.1	2.0
Cc1ccc(/C=N/N=C2/NC(=O)CS2)o1
    1.6	3.4	-7.1	-30.5	3.3	11.1	-2.4	-7.4	-11.5	-0.4	-1.5
O=C1CCC([N+](=O)[O-])C(c2cc3c(cc2Br)OCO3)N1 (stereo unspecified)
    -10.0	-1.2	-6.4	-14.1	1.9	3.9	-0.8	-6.2	-7.4	1.7	-5.3
CC1CCCC(C)N1CCCNC(=O)Cn1c(=O)c2cccn2c2cccnc21 (stereo unspecified)
    9.5	4.2	3.0	-3.9	2.2	8.9	-1.7	-4.4	-1.4	1.1	69.9
Cc1ccccc1-c1cc(-c2ccccc2O)on1
    -5.8	-0.1	8.2	-11.6	1.6	-16.7	3.0	-6.8	8.7	1.4	-11.4
COc1ccc(NC(=O)CSc2nc3c(c(=O)n2-c2ccc(C)cc2)SCC3)c(OC)c1
    -1.7	1.0	-4.8	9.9	4.2	17.8	-3.3	-13.7	-0.7	0.5	-15.4

Next section, starting with the last five of the part before.
Values run as follows: PKA-R2B act	AddAB inh	Tat export inh	PfHsp90 yeast 2	phage Ecoli inh	OPRM1-OPRD1 inv	MOR-DOR ag	HTR5A inv ctr	PKA-R1A activ	E coli growth	SUMO Mot1 rescue
Cc1ccc(/C=N/N=C2/NC(=O)CS2)o1
    1.6	3.4	-7.1	-30.5	3.3	11.1	-2.4	-7.4	-11.5	-0.4	-1.5
O=C1CCC([N+](=O)[O-])C(c2cc3c(cc2Br)OCO3)N1 (stereo unspecified)
    -10.0	-1.2	-6.4	-14.1	1.9	3.9	-0.8	-6.2	-7.4	1.7	-5.3
CC1CCCC(C)N1CCCNC(=O)Cn1c(=O)c2cccn2c2cccnc21 (stereo unspecified)
    9.5	4.2	3.0	-3.9	2.2	8.9	-1.7	-4.4	-1.4	1.1	69.9
Cc1ccccc1-c1cc(-c2ccccc2O)on1
    -5.8	-0.1	8.2	-11.6	1.6	-16.7	3.0	-6.8	8.7	1.4	-11.4
COc1ccc(NC(=O)CSc2nc3c(c(=O)n2-c2ccc(C)cc2)SCC3)c(OC)c1
    -1.7	1.0	-4.8	9.9	4.2	17.8	-3.3	-13.7	-0.7	0.5	-15.4
O=c1c2c3c(sc2nc(NCCO)n1Cc1ccco1)CCCCC3
    6.2	3.2	8.3	6.5	6.0	14.0	-2.8	-5.4	-1.4	0.9	32.9
O=C(NCCN1C(=O)S/C(=C\c2ccc(Cl)cc2)C1=O)c1ccc(F)c(S(=O)(=O)N2CCOCC2)c1
    5.2	-1.9	-2.8	-30.5	2.9	-3.8	0.7	18.8	-5.0	-1.9	11.9
CC(C)N1CCN(Cc2ccc3nsnc3c2)CC1CCO (stereo unspecified)
    4.4	-1.3	-3.5	6.7	5.4	8.0	-1.5	4.8	-6.4	-2.3	321.2
O=C(CN1CCC(NC(=O)C2CC2)CC1)Nc1ccccc1[N+](=O)[O-]
    6.8	2.7	-6.5	-3.2	0.7	6.0	-1.1	6.8	-10.0	-2.1	-1.3
COc1ccc(N2CC(C(=O)Nc3ccc([N+](=O)[O-])cc3Br)CC2=O)cc1 (stereo unspecified)
    -9.1	4.9	3.7	9.7	2.0	9.4	-1.8	-14.4	-0.5	-1.0	339.2
NS(=O)(=O)c1ccc(NC(=O)CSc2nnc(-c3cnccn3)n2-c2ccccc2)cc1
    1.0	-1.7	-5.2	-16.3	2.1	7.4	-1.3	-15.5	-1.2	-0.3	4.0
CC(=O)OC(C#CCN1CCOCC1)c1ccccc1 (stereo unspecified)
    6.6	3.1	-0.9	2.4	1.1	18.5	-4.2	9.5	-0.4	0.7	4.5
CC(=O)Oc1ccc(N(C(C)=O)S(=O)(=O)c2cccs2)c2ccccc12
    -6.4	-1.7	-2.5	/	3.0	-21.4	3.9	-2.4	-0.5	-5.2	-8.6
CC(=O)Nc1ccc(S(=O)(=O)C(C#N)c2nc3ccccc3nc2NCCN2CCOCC2)cc1 (stereo unspecified)
    -11.7	2.5	-1.4	10.9	2.2	-17.6	3.8	-2.9	-10.2	2.8	15.5
CC(=O)NC(=S)Nc1sc2c(c1C(N)=O)CCC(C)C2 (stereo unspecified)
    2.1	-2.1	0.0	-21.9	2.9	22.8	-4.6	9.1	0.2	0.3	410.6
C=C1CCC(OC(C)=O)C2(C)CCC3C(C)C(=O)OC3C12O (stereo unspecified)
    -0.4	1.0	-9.0	9.4	0.7	15.2	-3.4	3.4	-2.7	-4.8	8.3
Cc1ccc(-c2nn(-c3cccc(F)c3)cc2CNCCc2ccncc2)o1
    4.6	-0.1	1.4	-1.7	1.2	-13.0	2.5	8.4	1.2	-1.1	15.3
COCCNC(=O)c1cc2oc3ccccc3c2n1C
    -5.5	1.7	15.7	/	1.9	13.5	-2.5	-7.4	-4.9	1.2	351.9
CCOc1cc(-c2nc3ccccn3c2NCC2CCCO2)ccc1O (stereo unspecified)
    6.6	3.9	-8.1	-9.3	2.1	-2.2	0.5	-13.3	-6.3	-2.9	9.7
Cc1nn(CCOc2cccc(Br)c2)c(C)c1[N+](=O)[O-]
    -4.3	3.5	-8.7	-33.2	1.2	9.3	-2.0	5.6	-5.5	1.1	32.0
COc1ccc(-n2c(SCC(=O)Nc3ccccc3)nc3c(c2=O)SCC3)cc1
    -5.8	1.8	6.0	-7.5	5.1	8.5	-1.4	1.9	-2.2	0.5	-13.2
C[C@@H]1NS(=O)(=O)[C@H]2C[C@@H]3C=C[C@]2(O3)[C@H]1OC(=O)c1ccccc1Br
    -9.1	1.1	3.0	-6.7	2.4	10.4	-1.9	-0.1	-11.2	-1.4	4.6
O=C(Nc1ccccc1SCC1CSc2nc3ccccc3c(=O)n21)c1ccccc1Cl (stereo unspecified)
    -7.0	2.2	3.0	4.0	1.5	15.4	-3.1	-7.6	-10.9	0.0	-7.0
COc1ccc(S(=O)(=O)N2CCCOC2CNC(=O)C(=O)NCc2ccncc2)cc1 (stereo unspecified)
    -7.2	0.8	3.0	14.4	3.1	12.6	-3.9	5.2	-5.0	-1.3	-9.2
Cc1cccc2c(C(=O)Nn3cnnc3)cc(-c3ccccc3Cl)nc12
    -6.8	-0.5	-10.7	/	-1.1	2.8	-0.6	-0.9	1.7	0.9	84.1

Screening results (PubChem BioAssay)
